EZH2 inh: inhibitors of human EZH2/PRC2 methyltransferase | Q15910 | PRC2 H3K27 methylation, DELFIA TRF, 1 h | inhibition, % at 12.5 µM | actives 0.35% (n = 57,000);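 active means mean inhibition of replicates at least 50% and every single replicate also reaching 50%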;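 further: dimethyl H3K27 on biotinylated H3 21-44 peptide detected by antibody; plate controls were median neutral control wells for no effect and median positive control wells for full effect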
Target sequence (Q15910 whole entry, looked up): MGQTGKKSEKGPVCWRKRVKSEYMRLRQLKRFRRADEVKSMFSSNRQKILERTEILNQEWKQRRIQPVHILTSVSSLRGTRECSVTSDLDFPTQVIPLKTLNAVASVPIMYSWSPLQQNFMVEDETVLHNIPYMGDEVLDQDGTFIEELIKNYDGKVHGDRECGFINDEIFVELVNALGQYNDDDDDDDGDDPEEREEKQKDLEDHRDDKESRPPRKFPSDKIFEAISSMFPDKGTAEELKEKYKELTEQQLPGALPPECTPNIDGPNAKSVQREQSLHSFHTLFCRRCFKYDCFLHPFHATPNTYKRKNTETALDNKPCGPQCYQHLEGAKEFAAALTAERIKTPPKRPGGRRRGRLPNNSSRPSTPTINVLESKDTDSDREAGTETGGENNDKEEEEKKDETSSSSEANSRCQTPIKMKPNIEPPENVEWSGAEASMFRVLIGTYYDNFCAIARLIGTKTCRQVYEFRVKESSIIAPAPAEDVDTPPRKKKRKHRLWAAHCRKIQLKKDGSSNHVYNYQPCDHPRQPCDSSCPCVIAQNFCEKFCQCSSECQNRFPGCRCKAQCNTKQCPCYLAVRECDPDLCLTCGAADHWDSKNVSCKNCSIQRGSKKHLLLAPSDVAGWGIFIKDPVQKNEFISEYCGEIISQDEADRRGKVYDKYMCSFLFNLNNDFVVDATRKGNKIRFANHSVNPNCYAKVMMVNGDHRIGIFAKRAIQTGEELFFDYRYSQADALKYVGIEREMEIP
IDH1 mut inh: IDH1 R132H (human) inhibition; inhibition, % at 10 µM; actives 0.18% (n = 70,000); IDH1 R132H reductase, diaphorase/resazurin fluorescence, 60 min; AID 624101; O75874; in the data active means inhibition above about 34%;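 further: 0% = DMSO and 100% = no enzyme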
An asterisk follows results filed as active; · = no result given. An excerpt; the hit share may differ from the screen's.

SMILES	EZH2 inh	IDH1 mut inh
CO[C@H]1CN(C)C(=O)c2cc(NS(C)(=O)=O)ccc2OC[C@H](C)N(C(=O)CN(C)C)C[C@H]1C	-6	0.2
CO[C@@H]1CN(C)C(=O)c2cc(NC(C)=O)ccc2OC[C@H](C)N(C(=O)C2CCOCC2)C[C@H]1C	4	-0.2
COc1ccc(NC(=O)COc2ccc(Cl)c(C)c2)c([N+](=O)[O-])c1	-10	-0.6
C[C@H]1CN([C@@H](C)CO)C(=O)c2cc(C#Cc3ccc(F)cc3)cnc2O[C@@H]1CN(C)S(C)(=O)=O	-6	1.4
C[C@@H]1CN([C@H](C)CO)C(=O)c2cc(Br)cnc2O[C@@H]1CN(C)C(=O)Cc1ccccc1	·	0.8
CC1=C(C(=O)Nc2ccccc2C)C(c2cccc(F)c2)n2nc(CCCO)nc2N1 (stereo unspecified)	-6	-0.2
CCCC(=O)Nc1ccc2c(c1)OC[C@H](C)N(C(=O)CC)C[C@@H](C)[C@@H](OC)CN(C)C2=O	7	0.0
C[C@H](CO)N1C[C@H](C)[C@@H](CN(C)S(=O)(=O)c2cn(C)cn2)OCCCC[C@H](C)Oc2ccc(NS(C)(=O)=O)cc2C1=O	·	4.6
CCC(=O)N(C)C[C@@H]1Oc2cc(C#Cc3cccnc3)ccc2S(=O)(=O)N([C@@H](C)CO)C[C@H]1C	·	-0.3
O=C(C[C@@H]1CC[C@@H](NC(=O)C2CCOCC2)[C@@H](CO)O1)Nc1ccc(-c2ccccc2)cc1	-6	0.0
CC(C)NC(=O)Nc1cccc2c1O[C@H](CN(C)S(=O)(=O)c1ccc(Cl)cc1)[C@H](C)CN([C@H](C)CO)C2=O	·	2.3
O=C(C[C@H]1CC[C@@H](NC(=O)Nc2cccc(F)c2)[C@@H](CO)O1)NCC1CC1	10	0.0

Filtered by structure: the compounds so far containing nitrogen in an aromatic ring (5)
SMILES	EZH2 inh	IDH1 mut inh
C[C@H]1CN([C@@H](C)CO)C(=O)c2cc(C#Cc3ccc(F)cc3)cnc2O[C@@H]1CN(C)S(C)(=O)=O	-6	1.4
C[C@@H]1CN([C@H](C)CO)C(=O)c2cc(Br)cnc2O[C@@H]1CN(C)C(=O)Cc1ccccc1	·	0.8
CC1=C(C(=O)Nc2ccccc2C)C(c2cccc(F)c2)n2nc(CCCO)nc2N1 (stereo unspecified)	-6	-0.2
C[C@H](CO)N1C[C@H](C)[C@@H](CN(C)S(=O)(=O)c2cn(C)cn2)OCCCC[C@H](C)Oc2ccc(NS(C)(=O)=O)cc2C1=O	·	4.6
CCC(=O)N(C)C[C@@H]1Oc2cc(C#Cc3cccnc3)ccc2S(=O)(=O)N([C@@H](C)CO)C[C@H]1C	·	-0.3

Continuation.
SMILES	EZH2 inh	IDH1 mut inh
O=C(C[C@@H]1C=C[C@@H](NC(=O)Cc2cccnc2)[C@H](CO)O1)NCc1ccc2c(c1)OCO2	13	-0.1
CC(C)CC#Cc1ccc2c(c1)O[C@H](CN(C)C(=O)NC(C)C)[C@@H](C)CN([C@H](C)CO)S2(=O)=O	·	0.2
Cc1noc(C)c1S(=O)(=O)Nc1ccc2c(c1)CC(=O)N([C@H](C)CO)C[C@H](C)[C@H](CN(C)CC1CCCCC1)O2	0	-0.4
CO[C@@H](CN(C)C(=O)c1cnccn1)[C@H](C)CN([C@@H](C)CO)S(=O)(=O)c1ccc(F)cc1	-4	-0.1
COc1ccc(Br)cc1CNCCN1CCOCC1	-1	1.3
C[C@@H]1CCCCO[C@@H](CN(C)Cc2ccc(C(=O)O)cc2)[C@H](C)CN([C@H](C)CO)C(=O)c2cc(NC(=O)Nc3ccc4c(c3)OCO4)ccc2O1	·	-2.3
COC(=O)c1cc(NC(=O)CN(c2ccccc2F)S(C)(=O)=O)ccc1Cl	2	-0.3
O=C(C1=C[C@@H](c2ccc3c(c2)Cc2ccccc2-3)C[C@@H](OCc2ccc(CO)cc2)O1)N1CCCCC1	29	·
C[C@H]1CN([C@@H](C)CO)C(=O)c2cccc(NC(=O)Nc3ccc(C(F)(F)F)cc3)c2O[C@@H]1CN(C)Cc1ccc(Oc2ccccc2)cc1	·	0.1
O=C1c2ccccc2C(=O)N1CC1CCN(Cc2cccc(OCCO)c2)CC1	5	·
CCCN(C)C[C@H]1Oc2cc(C#CCC(C)C)ccc2S(=O)(=O)N([C@@H](C)CO)C[C@H]1C	-12	-0.2
COc1ccc(OCC(=O)Nc2cc(OC)c(Cl)cc2OC)cc1	20	0.4
Cc1noc(C)c1NC(=O)N(C)C[C@@H]1Oc2ccc(NC(=O)CCN3CCOCC3)cc2C(=O)N([C@@H](C)CO)C[C@H]1C	·	-0.9
COc1cccc(NC(=O)N[C@H]2CC[C@@H](CC(=O)N3CCCCC3)O[C@@H]2CO)c1	-3	-1.0
O=C(Nc1cccc(OCC(=O)N2CCOCC2)c1)C1CCCCC1	·	1.1
CCCc1cn(CC[C@@H]2CC[C@@H](NC(=O)Nc3ccc4c(c3)OCO4)[C@@H](CO)O2)nn1	-11	0.1
COc1cccc(CNC(=O)C[C@H]2C=C[C@H](NC(C)=O)[C@@H](CO)O2)c1	-5	0.2
C[C@H]1CN([C@@H](C)CO)C(=O)c2cccc(NC(=O)c3nc4ccccc4s3)c2O[C@@H]1CN(C)S(=O)(=O)c1cccs1	·	-0.7
COCc1cn(CC[C@@H]2CC[C@H](NC(=O)c3ccc(F)cc3)[C@H](CO)O2)nn1	5	0.3
C[C@@H]1CN([C@@H](C)CO)C(=O)c2cc(NC(=O)Nc3ccc4c(c3)OCO4)ccc2O[C@@H]1CN(C)Cc1ccncc1	1	2.1
O=C(N[C@@H]1C=C[C@@H](CC(=O)N2CCc3ccccc3C2)O[C@@H]1CO)C1CC1	12	-0.4
C[C@H](O)C#Cc1cnc2c(c1)C(=O)N([C@H](C)CO)C[C@H](C)[C@H](CN(C)CC1CCOCC1)O2	-1	·
C[C@@H]1CN([C@H](C)CO)C(=O)c2cccc(NC(=O)c3ccncc3)c2O[C@H]1CN(C)S(=O)(=O)c1cn(C)cn1	·	-1.3
C[C@H]1CN([C@@H](C)CO)C(=O)Cc2cc(NS(C)(=O)=O)ccc2O[C@@H]1CN(C)C(=O)Nc1ccc(C(F)(F)F)cc1	-4	1.0
COCCNC(=O)C[C@H]1C[C@@H]2c3cc(NC(=O)Nc4ccccc4)ccc3O[C@@H]2[C@@H](CO)O1	21	0.5
N#Cc1c(NC(=O)CSc2nnc(-c3ccccc3O)n2-c2ccccc2)sc2c1CCCC2	-8	0.2
CC(C)CC#Cc1cnc2c(c1)C(=O)N([C@H](C)CO)C[C@H](C)[C@@H](CN(C)C(=O)c1cccnc1)O2	3	·
Cc1cccc(OCC(=O)Nc2ccccc2CO)c1C	-8	-0.3
COc1cccc(-c2cnc3c(c2)C(=O)N([C@@H](C)CO)C[C@H](C)[C@H](CN(C)Cc2ccccc2)O3)c1	·	-0.5
C[C@H]1CN([C@@H](C)CO)C(=O)c2cccc(NC(=O)C3CC3)c2O[C@@H]1CN(C)S(=O)(=O)c1cccs1	·	5.0
Oc1c(I)cc(Cl)c2cccnc12	·	0.1
C[C@H]1CN([C@@H](C)CO)C(=O)c2cc(NC(=O)Cc3ccccc3)ccc2O[C@H]1CN(C)S(=O)(=O)c1ccccc1	-10	-0.7
C[C@H]1CN([C@@H](C)CO)C(=O)c2cc(C#Cc3ccccn3)cnc2O[C@@H]1CN(C)CC1CCOCC1	·	0.2
CCCC(=O)Nc1ccc2c(c1)C(=O)N(C)C[C@H](OC)[C@H](C)CN(Cc1cncnc1)[C@@H](C)CO2	8	-0.2
Cc1ccsc1C1C(C(=O)c2ccco2)C(=O)C(=O)N1Cc1ccco1 (stereo unspecified)	-8	2.7
Cc1ccc(S(=O)(=O)N(C)C[C@@H]2OCCCC[C@@H](C)Oc3ccc(NS(C)(=O)=O)cc3C(=O)N([C@H](C)CO)C[C@H]2C)cc1	·	-13
C[C@@H]1O[C@@H](Oc2ccc(-c3coc4cc(O[C@@H]5O[C@@H](C)[C@H](O)[C@@H](O)[C@H]5O)cc(O)c4c3=O)cc2)[C@H](O)[C@H](O)[C@H]1O	·	0.2
C[C@@H]1CN([C@H](C)CO)S(=O)(=O)c2ccc(-c3ccc(C(=O)N(C)C)cc3)cc2O[C@H]1CN(C)C(=O)Cc1ccccn1	·	-0.3
CO[C@H]1CN(C)C(=O)c2ccc(NC(=O)Nc3ccccc3F)cc2OC[C@H](C)NC[C@H]1C	-5	0.3
COc1ccc(CN(C)C[C@@H]2Oc3ccc(NS(=O)(=O)c4ccc(Cl)cc4)cc3CC(=O)N([C@@H](C)CO)C[C@H]2C)cc1	·	0.7
CCCN(C)C[C@@H]1Oc2cc(C#Cc3ccccc3F)ccc2S(=O)(=O)N([C@H](C)CO)C[C@@H]1C	-22	0.1
CC(C)NC(=O)Nc1ccc2c(c1)C(=O)N([C@@H](C)CO)C[C@@H](C)[C@H](CN(C)S(C)(=O)=O)O2	-6	1.3
O=C(O)C1C2CCC(O2)C1C(=O)Nc1ccc(S(=O)(=O)N2CCc3ccccc32)cc1 (stereo unspecified)	1	-0.9
c1cc2c3c(c1)c1c(n3CCNC2)CCCC1	-14	0.0
CC(C)NC(=O)Nc1ccc2c(c1)C(=O)N([C@@H](C)CO)C[C@@H](C)[C@H](CN(C)S(=O)(=O)c1cn(C)cn1)OCCCC[C@H](C)O2	·	-0.4
C[C@H]1CCCCO[C@H](CN(C)S(=O)(=O)c2ccc(Cl)cc2)[C@@H](C)CN([C@@H](C)CO)C(=O)c2cc(NC(=O)Nc3ccc4c(c3)OCO4)ccc2O1	·	-1.2
COc1cccc(S(=O)(=O)Nc2ccc3c(c2)C(=O)N(C)C[C@@H](OC)[C@H](C)CN(C(=O)Cc2cccnc2)[C@H](C)CO3)c1	1	0.0
C=C(C)[C@@H]1CC[C@]2(C(=O)O)CC[C@]3(C)C(CCC4[C@@]5(C)C[C@@H](O)[C@H](O)C(C)(C)C5CC[C@]43C)C12 (stereo partly specified)	·	0.4
CO[C@@H]1CN(C)C(=O)c2cc(NC(=O)NC(C)C)ccc2OC[C@H](C)N(C(=O)NC(C)C)C[C@H]1C	1	0.4
C[C@@H]1CN([C@H](C)CO)S(=O)(=O)c2ccc(C#CC3CC3)cc2O[C@@H]1CN(C)Cc1ccccc1	·	-0.1
COc1ccc(NC(=O)N(C)C[C@H]2Oc3ccc(NC(=O)CCC(F)(F)F)cc3C(=O)N([C@@H](C)CO)C[C@@H]2C)cc1	4	-2.0
COc1cc2cc(Oc3ccc4ccc(=O)oc4c3)c(=O)oc2cc1OC(C)=O	·	0.2
CC(=O)N(C)C[C@H]1Oc2cc(-c3cccc(F)c3)ccc2S(=O)(=O)N([C@@H](C)CO)C[C@@H]1C	·	0.0
C[C@@H]1CCCCO[C@H](CN(C)S(C)(=O)=O)[C@H](C)CN([C@@H](C)CO)C(=O)c2cc(NS(=O)(=O)c3ccccc3)ccc2O1	·	2.2
C[C@@H]1CN([C@H](C)CO)C(=O)c2cc(-c3cccc(F)c3)cnc2O[C@H]1CN(C)CC1CCOCC1	1	-3.6
C[C@@H]1CCCCO[C@H](CN(C)C)[C@@H](C)CN([C@@H](C)CO)C(=O)c2cc(NC(=O)CCC(F)(F)F)ccc2O1	3	-1.0
C[C@@H]1CN([C@@H](C)CO)C(=O)CCCn2cc(nn2)CO[C@@H]1CN(C)Cc1ccccc1C(F)(F)F	-4	0.6
COc1ccccc1NC(=O)CNC(=O)c1ccc(OC)c(OC)c1	-4	-0.2
COc1ccc([Si](C)(C)[C@@H]2[C@@H](CCn3cc([C@H](O)c4ccccc4)nn3)O[C@]3(C(=O)N(C)c4ccccc43)[C@H]2C)cc1	9	·
CC(C)NC(=O)N(C)C[C@H]1Oc2ccc(NC(=O)Nc3ccccc3)cc2CC(=O)N([C@H](C)CO)C[C@H]1C	·	-0.7
(listing goes on)
SMILES	EZH2 inh	IDH1 mut inh
Cc1noc(C)c1S(=O)(=O)Nc1ccc2c(c1)C(=O)N([C@H](C)CO)C[C@H](C)[C@H](CN(C)C(=O)Nc1ccccc1)OCCCC[C@H](C)O2	·	1.4
O=C(C[C@H]1C=C[C@@H](NC(=O)Nc2cc(F)ccc2F)[C@H](CO)O1)NCc1ccccn1	7	0.1
C[C@H](CO)N1C[C@H](C)[C@@H](CN(C)CC2CCCCC2)OCCCC[C@H](C)Oc2ccc(N(C)C)cc2C1=O	·	-2.4
NC(=O)COc1ccc(/C=N/NC(=O)CCCCCCC(=O)Nc2ccccc2O)cc1	4	·
CC(C)C#Cc1cnc2c(c1)C(=O)N([C@@H](C)CO)C[C@H](C)[C@@H](CN(C)C(=O)C1CCC1)O2	-5	-0.8
C[C@H](CO)N1C[C@H](C)[C@H](CN(C)Cc2ccc3c(c2)OCO3)Oc2ccc(NC(=O)Cc3ccccc3)cc2CC1=O	-11	-5.1
C[C@@H]1CCCCO[C@H](CN(C)C(=O)CCC(F)(F)F)[C@H](C)CN([C@H](C)CO)C(=O)c2cc(NC(=O)Cc3ccccc3)ccc2O1	·	-3.4
CC(C)NC(=O)N(C)C[C@H]1OCCCC[C@H](C)Oc2ccc(NC(=O)Nc3ccc(C(F)(F)F)cc3)cc2C(=O)N([C@H](C)CO)C[C@@H]1C	·	-0.9
CNC[C@@H]1Oc2c(NC(=O)Nc3ccc4c(c3)OCO4)cccc2C(=O)N([C@@H](C)CO)C[C@@H]1C	-17	-0.3

In another format: 4 of the compounds above.
| mol | EZH2 inh | IDH1 mut inh |
| --- | --- | --- |
| O=C(C[C@H]1C=C[C@@H](NC(=O)Nc2cc(F)ccc2F)[C@H](CO)O1)NCc1ccccn1 | 7 | 0.1 |
| C[C@@H]1CCCCO[C@H](CN(C)C(=O)CCC(F)(F)F)[C@H](C)CN([C@H](C)CO)C(=O)c2cc(NC(=O)Cc3ccccc3)ccc2O1 | · | -3.4 |
| NC(=O)COc1ccc(/C=N/NC(=O)CCCCCCC(=O)Nc2ccccc2O)cc1 | 4 | · |
| CNC[C@@H]1Oc2c(NC(=O)Nc3ccc4c(c3)OCO4)cccc2C(=O)N([C@@H](C)CO)C[C@@H]1C | -17 | -0.3 |

Compound activity: PubChem, Broad Institute
